# Screening data from PubChem.
# LDHA inh = blocks human lactate dehydrogenase A; purified LDHA, NADH/diaphorase-resazurin fluorescence; hits give low values; activity change, % (values are at about 110 or 230 µM); 480,000 compounds, 0.15% hits; AID 1347041; in the data active = activity change below about -30%; inconclusive = mostly about -25% to -30%;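 note: plate controls were DMSO wells for no effect and wells without enzyme for full effect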
#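 Human LDH5 (2 nM) was incubated with 0.06 mM NADH and 0.2 mM pyruvate for 5 min at room temperature in Tris pH 7.4. Remaining NADH was coupled through diaphorase/resazurin, and resorufin fluorescence was read at 0 and 20 min.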
# * = called active by the depositor; ? = inconclusive. The list is partial; count on the stated rates, not on these rows.
structure	LDHA inh
COc1ccc2c(c1)OCCN(c1ccc(NC(=O)c3cccc(C)c3)cc1C(=O)O)C2	3.9
O=C(CCc1ncc(-c2ccc(F)cc2)o1)Nc1ccccc1	4.1
COc1ccccc1OCC(=O)Nc1ccc(-c2nc3ccccc3o2)cc1	0.0
CCCC1=C(C(=O)OCC)C(c2c(F)cccc2Cl)NC(=O)N1C (configuration not stated)	-19.7
CCCCC(=O)NC1C2CC3CC(C2)CC1C3 (configuration not stated)	5.3
CC(C)C(=O)N1N=C(c2cccs2)CC1c1ccc2nccnc2c1 (configuration not stated)	-9.0
COC(=O)c1ccc(NC(=O)C2=Cc3ccccc3OC=C2)cc1	9.3
CCN(C(=O)c1cc2ccc(OC)cc2[nH]1)C1CCCCC1	-21.2
CCN(CC)c1nc2ccccc2nc1C(=O)Nc1ccc(C)cc1	9.0
CC(C)CNC(=O)COC(=O)c1ccc2ccccc2n1	1.2
Cc1nc(-c2cccnc2)sc1CCNS(=O)(=O)c1ccc(Cl)s1	-3.8
CCC1CCCCN1C(=O)Cn1c(=O)n(-c2ccccc2)c(=O)c2sccc21 (configuration not stated)	6.2
C/C(CC(=O)Nc1ccc(Cl)cc1)=N\NC(=O)C1CCCCC1	7.7
CCCCCCNC(=O)CC#N	1.8
Cc1cc(C)cc(C(=O)OCC(=O)c2c(C)cc(C)cc2C)c1	-1.2
O=C(N[C@@H]1C[C@H]2CC[C@@H]1C2)c1cccc(Cl)c1	1.7
Cc1ccc(Sc2ccc(Cl)nn2)cc1	-4.6
COc1ccc(Cl)cc1NC(=O)c1nc2ccccc2nc1N1CCCCC1	-9.6
c1ccc(-c2nc(-c3ccccc3)c(-c3ccccc3)nc2-c2ccccc2)cc1	7.4
Cc1nc2sc3c(c2c2nc(C(=O)NCCN4CCOCC4)nn12)CCC3	3.6
Cc1cc(C)c2oc(C(=O)N(Cc3ccccc3)Cc3ccco3)cc(=O)c2c1	-3.6
COc1ccc(OCCCN)cc1	-9.2
CC(=O)Nc1ccc(OC/C=C/c2ccccc2)cc1	-5.6
Cc1cc(C)n(CC(=O)Nc2ccc(C(=O)NCc3ccco3)cc2)c(=O)c1C#N	4.0
O=C1c2ccccc2C(=Cc2ccc(Cl)cc2)c2ccccc21	1.5
Cc1ccccc1C(=O)OCC1CCC[N+]2(C)CCCCC12 (configuration not stated)	5.8
N#C/C(=C\c1ccc(-c2cccc(Cl)c2Cl)o1)c1ccccc1	7.8
Cc1noc(C)c1C(=O)NCc1ccnc(OC2CCCC2)c1	12.4
CN1C(=O)Cc2cc(-c3csc(NC(C)(C)C)n3)ccc21	4.9
Cc1nc2ccc(Cl)cc2cc1C(=O)N(C)CC1COc2ccccc2O1 (configuration not stated)	8.4
CC(C)CC(NC(N)=O)C(=O)N1CCN(S(=O)(=O)c2ccc(C(C)C)cc2)CC1 (configuration not stated)	7.1
O=C(Cc1n[nH]c(=O)c2ccccc12)NCC(=O)N1CCN(c2ccc(F)cc2)CC1	-0.1
CC(C)(O)C#Cc1ccc(C(=O)NCC(N)=O)cc1	-0.8
CCN(CC)CC(C)(C)NS(=O)(=O)c1ccccc1	5.1
CCC(=O)NC(c1ccccc1)c1cccs1 (configuration not stated)	2.8
CC(=O)C1=CC[C@H]2[C@@H]3CC[C@H]4C[C@@H](O)CC[C@]4(C)[C@H]3CC[C@]12C	3.5
O=C1c2ccccc2CCC1C(Sc1ccccc1)c1ccc(Cl)cc1 (configuration not stated)	1.4
O=C(NCCc1ccccc1)Nc1ccc(Cl)cc1F	-4.2
CCc1ccc(CNC(=O)c2nnn(-c3ccc(C)c(F)c3)c2C)cc1	1.9
CCCCN(CCCC)CCNC(=O)C1=C(C)C(=O)OC12CCN(C(C)=O)CC2	-5.4
CC1C(=O)CCN(CCCO)C1C (configuration not stated)	-6.2
COc1ccc(S(=O)(=O)NCC2CCC(C(=O)NCC(=O)NCc3cccnc3)CC2)cc1 (configuration not stated)	3.1
CCOc1ccc(C(=O)Nc2ccc3nc(NC(C)=O)sc3c2)cc1OCC	-6.0
O=C(NC1CCCc2ccccc21)c1cc(Sc2cccc(Cl)c2)nc2ccccc12 (configuration not stated)	0.2
CCn1c(C)c(/C=C/c2cc[n+](C)cc2)c2ccccc21	2.3
Cc1ccc2c(C)c(C(=O)Nc3nc(-c4ccc(C)s4)ns3)oc2c1	-32.6*
COc1cccc(OC)c1C(=O)Nc1ccc2oc(-c3ccc(F)cc3)cc(=O)c2c1	-6.9
CCOC(=O)C1CCCN(CCOc2cccc(C(F)(F)F)c2)C1 (configuration not stated)	7.6
CC(C)c1ccc(NC(=O)c2c(F)cccc2Cl)cc1	0.3
COc1ccc(/C(=N/OC(=O)c2ccccc2Cl)c2nccc3cc(OC)c(OC)cc23)cc1OC	5.7

# Arranged by count of non-hydrogen atoms (high to low): some entries from above
structure	LDHA inh
COc1ccc(/C(=N/OC(=O)c2ccccc2Cl)c2nccc3cc(OC)c(OC)cc23)cc1OC	5.7
COc1ccc(S(=O)(=O)NCC2CCC(C(=O)NCC(=O)NCc3cccnc3)CC2)cc1 (configuration not stated)	3.1
O=C(NC1CCCc2ccccc21)c1cc(Sc2cccc(Cl)c2)nc2ccccc12 (configuration not stated)	0.2
CCOC(=O)C1CCCN(CCOc2cccc(C(F)(F)F)c2)C1 (configuration not stated)	7.6
CCn1c(C)c(/C=C/c2cc[n+](C)cc2)c2ccccc21	2.3
CC(C)c1ccc(NC(=O)c2c(F)cccc2Cl)cc1	0.3
CC1C(=O)CCN(CCCO)C1C (configuration not stated)	-6.2

# Remaining list, next part:
structure	LDHA inh
N#CC1(NC(=O)COC(=O)c2nn(Cc3ccccc3)c(=O)c3ccccc23)CCCCC1	3.3
Fc1ccc(NCc2ccc(Br)cc2)c(F)c1	7.0
CCC(C)c1ccccc1NC(=O)CSc1ncnc2ccccc12 (configuration not stated)	6.6
CCOC(=O)c1oc2c(C)c(O)ccc2c(=O)c1-c1nc2ccccc2s1	-10.8
O=C(c1ccc2ccccc2c1)N(Cc1ccccc1)C1CC1	1.5
COc1ccccc1CC(=O)Nc1nc(C)c(C(C)=O)s1	-1.3
CN(Cc1ccc(C(N)=O)cc1)C(=O)c1cc2ccccc2[nH]1	4.2
OC(C#CC(O)(c1ccccc1)c1ccccc1)c1ccc(F)cc1 (configuration not stated)	2.5
COc1cccc(Nc2nc(-c3ccc(CNC(C)=O)cc3)cs2)c1	-0.5
O=C(c1ccc(O)cc1)C1CCN(C(=O)c2cccc(C(F)(F)F)c2)CC1	9.3
COc1ccc(Oc2coc3cc(OC(=O)c4ccccc4)ccc3c2=O)cc1	1.4
CSc1cccc(NC(=O)Cn2c3c(c(=O)n2-c2ccccc2)Cc2ccccc2O3)c1	0.7
CCOC(=O)C(=O)Nc1c(C(=O)Nc2ccc(OC)cc2)oc2ccccc12	-5.0
COc1ccc(-c2csc(NC(=O)c3nn(C)c(=O)c4ccccc34)n2)cc1	-24.1
CC(C)(C)C(=O)NCCC(=O)Nc1ccc2c(c1)CCC2	-5.1
Cc1ccnc(NC(=O)c2cc(-c3ccc(C)o3)nc3ccccc23)c1	7.7
O=C(Nc1cccc2[nH]ccc12)C(=O)NC(c1ccccc1)c1ccccc1	10.0
COc1ccc2c(c1)c(C(C(=O)O)N1CCN(C(C)=O)CC1)cn2CCC(=O)O (configuration not stated)	0.3
COc1cccc(Nc2nc3ccccc3nc2NS(=O)(=O)c2ccc(Cl)cc2)c1	-3.0
Cc1ccc(NC(=O)c2cc3ncccn3n2)cc1C	?
Cc1cc(C)c(NC(=O)C2CCCC2)c(C)c1	7.7
CCOC(=O)/C(C#N)=C\NC(C)=O	-0.8
CCc1ccc(C23CC4CC(CC(C4)C2)C3)cc1N	8.7
Cc1ccc(Cl)cc1NC(=O)c1nc2ccccc2nc1N1CCCC1	-7.1
Cn1c(=O)c2c(ncn2CCC(=O)Nc2cccc(Cl)c2)n(C)c1=O	3.5
COCC(=O)Nc1nc2c(s1)C(=O)CC(C)(C)C2	8.5
S=C(Nc1ccccc1Cl)NC1CC1	0.5
CSc1ccc(C2N=C(N)Nc3nc4ccccc4n32)cc1 (configuration not stated)	-2.1
Cc1cc(C)c(C(=O)COC(=O)c2ccc(-c3ccccc3)cc2)c(C)c1	-4.5
O=C(Nc1ccccc1)Nc1ccc(NC(=O)c2cc[n+]([O-])cc2)cc1	-0.9

# Carrying on:
SMILES | LDHA inh
O=C(CC12CC3CC(CC(C3)C1)C2)Nc1ccc(-c2nc3ncccc3o2)cc1 | ?
Cc1ccc(-n2nnnc2SCc2nc3ccccc3o2)cc1C | 4.8
COC(=O)C1=C(C)OC(N)=C(C#N)C1c1ccc(C)cc1C (configuration not stated) | 10.9
COc1ccc(C(=O)Nc2ccc(S(=O)(=O)NCC3CCCO3)cc2)cc1 (configuration not stated) | 7.5
O=C(COc1cc2oc(=O)cc(-c3ccccc3)c2cc1Cl)NCCCO | 13.1
CCN(CC)CCNc1nc2c(c(=O)n(C)c(=O)n2C)n1CC(O)COc1ccccc1C (configuration not stated) | 0.9
COc1cc(NC(=O)c2ccc(Cn3cc(Cl)cn3)cc2)ccc1OC(F)F | 4.9
CCOC(=O)c1cnc2c(Cl)c(Cl)ccc2c1NCC(C)O (configuration not stated) | 5.8
COc1ccccc1-n1cnnc1SCC(=O)c1ccc2c(c1)CCC2 | 3.5
CC(C)(C)c1ccc(C(=O)Nc2ccc(Oc3ccc(Cl)cc3Cl)cc2)cc1 | 2.4
CCN(Cc1nc2ccccc2c(=O)[nH]1)C(=O)Cc1csc(-c2ccc(C)cc2C)n1 | 8.0
CCCNc1nc(-c2ccc(S(=O)(=O)N3CCCCCC3)cc2)cs1 | -0.9
Cc1cc(CNc2ncnc3ccc(-c4ccc5c(c4)OCO5)cc23)c(C)o1 | 5.5
Cc1cnc2c(S(=O)(=O)NCCCOCC3CC3)cccc2c1 | -6.5
O=C(CCc1ncc(-c2ccccc2F)o1)Nc1ccncc1 | -6.7
COc1cccc(CN(C)C(=O)c2cc3cc(Br)ccc3[nH]2)c1 | -19.7
CCCCOC(=O)/C(C#N)=C/c1c[nH]c2ccccc12 | 2.4
Cc1oc2cc(OCC(=O)N[C@H](C)C(=O)O)ccc2c(=O)c1-c1ccc(Cl)cc1 | 37.2
COc1ccc(NC(=O)Cn2ccc3cc(Cl)ccc32)cc1 | -6.2
O=C/C=C/c1cccc([N+](=O)[O-])c1 | -6.2
COc1cccc(CNC(=O)Cc2c(C)nc3ccccc3c2C)c1 | 14.0
CCOc1ccc2nc(SCC(=O)N3CCN(S(=O)(=O)c4ccccc4)CC3)[nH]c2c1 | 4.6
Cc1cc(C)cc(COc2ccc(C(N)=O)cc2)c1 | 2.5
O=C(NCCC(c1ccccc1)c1ccccc1)c1ccc[n+]([O-])c1 | -7.7
CC1CCN(C(=O)c2nn(C)c3c2CCc2sccc2-3)CC1 | 44.8
O=S(=O)(Nc1nc2ccccc2nc1Nc1ccc2c(c1)OCO2)c1ccc(Cl)cc1 | 5.1
CC(C)C(NC(=O)c1cccc(CS(C)(=O)=O)c1)c1ccc(F)cc1 (configuration not stated) | -9.7
Cc1noc(CN(C)c2ncnc3ccc(-c4ccc5c(c4)OCO5)cc23)n1 | 5.1
O=C(Cc1ccc2ccccc2c1)NCCc1cccc2cccnc12 | 2.2
CC(=O)Nc1ccc(NC(=O)c2nn(CCC(C)C)c(=O)c3ccccc23)cc1 | -2.8
Cc1cc2c(s1)c1cnn(Cc3cccc(Br)c3)c(=O)c1n2C | -6.5
O=C1CCCC2=C1C1(CCOCC1)N=C(Nc1nc3ccccc3o1)N2 | 0.7
O=C(CC1(O)C(=O)Nc2c(C(F)(F)F)cccc21)c1ccco1 (configuration not stated) | 0.9
CC(NC(=O)c1n[nH]c(=O)c2ccccc12)c1ccc(F)cc1 (configuration not stated) | -16.7
O=C(NCc1ccncc1)c1cc(=O)c2ccccc2o1 | 0.9
COc1ccc(NS(=O)(=O)c2cccc(C(=O)Nc3ccc4oc(C)nc4c3)c2)cc1 | -0.5
COc1ccc(-c2cc(NC(=O)c3cccs3)n(C3CCS(=O)(=O)C3)n2)cc1 (configuration not stated) | 2.6
O=C(NCCc1ccc(Cl)cc1)Nc1ccc(Cl)cc1F | 4.1
C=CCNC(=O)NC(=O)CN(C)Cc1ccc(C(=O)NCC(F)(F)F)cc1 | 1.2
COc1ccc(CNC(=O)CSC2=NC3(CCCCC3)N=C2c2cccs2)cc1 | -0.6
COc1ccc(Nc2nc(C(=O)OCC(=O)c3ccccc3)cs2)cc1 | -2.3
O=C(O)CSc1c2c(nc3cc(C(=O)NC4CCCCCC4)ccc13)CCCC2 | 0.1
COc1ccc(N2C(=O)c3cc4occc4n3CC2(C)C(=O)NC2CCCCCC2)cc1OC (configuration not stated) | 5.0
COC(=O)c1ccc(COC(=O)c2ccc(N3CCOCC3)nc2)cc1 | 0.1
N#Cc1c(OCC(=O)N2CCCCC2)nc(-c2ccco2)c2c1CCC2 | 2.3
O=C(Cc1nc(-c2c[nH]c(C(=O)N3CCCC3)c2)cs1)NCc1ccccc1 | 0.2
COc1ccc(S(=O)(=O)N2CCC(C(=O)Nc3ccccc3Cl)CC2)c2cccnc12 | -4.8
C=Cc1cc2c(s1)c1cnn(Cc3ccccc3F)c(=O)c1n2C | -7.5
O=C(Nc1ccc2c(c1)OCO2)C1CCN(C(=O)c2cc3ccccc3o2)CC1 | -11.2
O=C(NCCc1ccc2c(c1)OCCO2)c1ccccc1NS(=O)(=O)c1cccs1 | 5.5
CC(C)C(NC(=O)c1ccccc1)C(=O)N[C@@H](C)c1nnc2ccccn12 (some centres not stated) | 4.5

# Given as labelled records: four of the compounds above
> COc1ccc(N2C(=O)c3cc4occc4n3CC2(C)C(=O)NC2CCCCCC2)cc1OC (configuration not stated)
  LDHA inh: 5.0
> COC(=O)c1ccc(COC(=O)c2ccc(N3CCOCC3)nc2)cc1
  LDHA inh: 0.1
> N#Cc1c(OCC(=O)N2CCCCC2)nc(-c2ccco2)c2c1CCC2
  LDHA inh: 2.3
> O=C(Cc1nc(-c2c[nH]c(C(=O)N3CCCC3)c2)cs1)NCc1ccccc1
  LDHA inh: 0.2
